H9c2 protect: protects H9c2 cardiomyocytes from peroxide injury; H2O2 injury protection, ATPLite, 2 h; protection from H2O2 cell death, % at 20 µM; 360,000 tested, 0.63% active; AID 588492;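 active = compounds giving at least 50% protection of heart cells from peroxide-induced death in the single-dose screen, raw or plate-pattern-corrected value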;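 also: 0% = DMSO wells with peroxide and 100% = DMSO wells without peroxide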
ABHD5-PLIN5 inh: blocks binding of human ABHD5 to perilipin-5; 360,000 tested, 0.78% active; Split G. princeps luciferase complementation, luminescence, 4 h; inhibition, % at 4 µM; Q00G26+Q8WTS1;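 active = inhibition above the mean inhibition across every tested compound plus 3 SD, cut at about 22% in these data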;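 also: 0% = DMSO only wells and the 100% control is not disclosed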
NOD2-RIPK2 inh: inhibitors of human NOD2-RIPK2 interaction. O43353. CHO BLA complementation NOD2-RIPK2, CCF4 ratio. inhibition, % at 4.98 µM. 360,000 tested, 0.38% active; in the data active = inhibition above about 21%;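 also: 0% = vehicle only and 100% = reference blocker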
MC4R antag cAMP: blocks human MC4R cAMP signaling; AID 540295; MC4R-expressing cells, MTII-stimulated cAMP, LANCE TR-FRET; 360,000 tested, 0.48% active; P32245; inhibition, % at 6.5 µM;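 active = inhibition above its plate's cutoff, the mean of tested wells on that plate plus 3 SD, cut at about 29% in these data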;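 also: 0% = Melanotan II alone and 100% = Melanotan II plus saturating MCL0020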
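Assay system: human MC4R-expressing U2OS cells; reagent: Melanotan II stimulation of cells; dosing: 6.5 µM single dose; timing: compound 30 min, challenge 1 h, detection 1 h; signal: TR-FRET cAMP assay; replicates: one well per compound, no replicates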
ABCB6 inh MLPCN: inhibitors of human ABC transporter ABCB6. K562-ABCB6 porphyrin accumulation, flow cytometry, 1 h; stronger effect = lower value. fluorescence ratio to DMSO, % at 10 µM. 360,000 tested, 0.19% active. AID 602162;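 active = fluorescence ratio to DMSO below 75%, the collection mean minus 3 SD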;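 also: signal is porphyrin accumulated inside mitochondria; 100% equals median channel fluorescence of DMSO control wells; lower ratio means ABCB6 inhibition with less porphyrin fluorescence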
MC4R barr agon: activates human MC4R beta-arrestin recruitment; P32245; U2OS MC4R beta-arrestin complementation, luminescence; percent of melanotan II response, DMSO zero; 360,000 tested, 0.98% active; activation, % at 8.9 µM; AID 540308;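 active = activation above a per-plate cutoff, the mean activation of sample wells on that plate plus 3 SD, cut at about 8% in these data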
TLR9-MyD88 inh: blocks human TLR9 binding to MyD88. CHO BLA complementation TLR9-MyD88, CCF4 FRET ratio. 340,000 tested, 0.21% active. inhibition, % at 4.98 µM;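 active = inhibition above the mean over all tested compounds plus 3 SD, cut at about 21% in these data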;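 also: 0% = DMSO only wells and 100% = clavulanate BLA inhibitor control wells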
Target sequence (Q99836 whole entry, looked up): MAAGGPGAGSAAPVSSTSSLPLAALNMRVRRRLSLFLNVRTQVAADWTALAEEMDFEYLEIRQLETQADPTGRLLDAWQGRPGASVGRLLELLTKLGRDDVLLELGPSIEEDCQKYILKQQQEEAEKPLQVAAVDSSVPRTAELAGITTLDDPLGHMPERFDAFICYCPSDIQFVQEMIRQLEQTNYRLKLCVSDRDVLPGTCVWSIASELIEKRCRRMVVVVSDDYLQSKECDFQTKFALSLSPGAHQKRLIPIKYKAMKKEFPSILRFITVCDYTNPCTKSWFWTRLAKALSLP
Target sequence (Q9NR96 whole entry, looked up): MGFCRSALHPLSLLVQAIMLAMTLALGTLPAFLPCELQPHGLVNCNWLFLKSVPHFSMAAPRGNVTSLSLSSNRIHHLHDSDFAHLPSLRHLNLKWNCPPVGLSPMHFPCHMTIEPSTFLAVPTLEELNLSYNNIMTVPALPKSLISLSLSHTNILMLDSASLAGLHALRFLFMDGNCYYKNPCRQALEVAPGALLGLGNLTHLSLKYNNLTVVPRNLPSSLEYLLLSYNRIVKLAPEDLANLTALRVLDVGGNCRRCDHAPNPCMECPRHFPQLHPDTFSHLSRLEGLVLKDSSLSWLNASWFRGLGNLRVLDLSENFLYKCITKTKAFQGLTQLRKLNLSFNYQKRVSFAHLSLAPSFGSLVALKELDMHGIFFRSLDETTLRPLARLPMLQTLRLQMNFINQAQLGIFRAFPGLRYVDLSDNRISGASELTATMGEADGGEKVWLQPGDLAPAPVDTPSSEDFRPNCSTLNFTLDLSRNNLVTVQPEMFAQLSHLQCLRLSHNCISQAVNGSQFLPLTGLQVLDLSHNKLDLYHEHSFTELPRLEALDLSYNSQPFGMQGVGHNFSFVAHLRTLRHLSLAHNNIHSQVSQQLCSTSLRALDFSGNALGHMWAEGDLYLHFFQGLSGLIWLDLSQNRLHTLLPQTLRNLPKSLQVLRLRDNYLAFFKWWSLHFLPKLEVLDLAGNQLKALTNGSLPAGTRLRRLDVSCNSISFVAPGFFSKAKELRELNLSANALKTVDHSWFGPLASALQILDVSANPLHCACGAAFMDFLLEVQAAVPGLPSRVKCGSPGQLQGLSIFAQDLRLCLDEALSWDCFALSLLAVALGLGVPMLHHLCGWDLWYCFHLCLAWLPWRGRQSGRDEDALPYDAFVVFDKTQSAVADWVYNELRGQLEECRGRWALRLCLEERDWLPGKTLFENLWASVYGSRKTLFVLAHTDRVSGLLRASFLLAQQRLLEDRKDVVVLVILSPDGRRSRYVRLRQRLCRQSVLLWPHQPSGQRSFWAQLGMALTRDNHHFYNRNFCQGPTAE
Glyco luc inh: N-linked glycosylation inhibition; AID 588692; reporter increase, % at 12.5 µM; 360,000 tested, 0.23% active; D54 ERlucT glycosylation luciferase reporter, 24 h; percent of 100 nM tunicamycin response;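 active = mean luciferase reporter signal, scaled so untreated is 0 and the glycosylation-blocking control 100, at or above a set limit in every replicate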;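 also: luciferase carries N-glycosylation sites so blocking glycosylation raises the light; 0% = median of neutral control wells and 100% = median of 100 nM tunicamycin wells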
SRC2 inh: inhibits human steroid receptor coactivator 2; inhibition, % at 9 µM; AID 651957; 370,000 tested, 0.17% active; Q15596; HEK293 GAL4-SRC2 luciferase reporter, luminescence;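 active = inhibition above the mean inhibition of all tested compounds plus 3 SD, set per campaign, cut at about 52% in these data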;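 also: 0% = DMSO treated cells and 100% = cells given Gossypol at 36 µM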
HTR2A ag: activates the mouse 5-HT2A serotonin receptor; P35363; CHO-K1 mHTR2A beta-arrestin complementation, luminescence; percent of 30 µM serotonin response; activation, % at 7.6 µM; 360,000 tested, 0.66% active; AID 624169;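 active = activation above a run cutoff, the mean activation of all tested compounds plus 3 SD, cut at about 14% in these data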;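 also: 0% = plate median of compound wells and 100% = 30 µM serotonin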
Active calls of the source: *; x = not tested or not shown.

SMILES	H9c2 protect	ABHD5-PLIN5 inh	NOD2-RIPK2 inh	MC4R antag cAMP	ABCB6 inh MLPCN	MC4R barr agon	TLR9-MyD88 inh	Glyco luc inh	SRC2 inh	HTR2A ag
CNS(=O)(=O)c1ccc(CNC[C@H]2O[C@@H](n3ccc(N)nc3=O)[C@H](O)[C@@H]2O)cc1	12	5	7	-3	95	-0.9	11	4	-24	0
CCC1Oc2ccc(C)cc2N(CC(=O)NCc2cccs2)C1=O (centres undefined)	13	11	-8	12	102	-0.6	-9	-1	-3	4
Cc1ccc2c(c1)-c1c(ssc1=S)C(C)(C)N2C(=O)CSc1nncn1C	0	4	14	6	104	-1.9	-3	-1	-17	-7
CS(=O)(=O)N1CCN(c2ccc(NC(=O)Cc3ccccc3)cc2)CC1	-3	1	-6	7	100	0.5	2	-2	-52	9
CCc1ccc(NC(=O)C2CCCN2c2nn3c(=O)cc(C)nc3s2)cc1 (centres undefined)	-4	-2	-7	19	104	2.1	2	1	-1	-1
O=C(CN1C(=O)N/C(=C\c2ccccc2OCc2ccc(C(=O)O)cc2)C1=O)Nc1ccc(F)cc1	1	9	-4	1	97	-0.6	-1	-1	8	2
Cc1cc(C(=O)N2CCN(c3cccc(Cl)c3)CC2)c(C)o1	10	-1	-4	-7	85	-0.9	-5	15	4	-1
COc1ccc2[nH]c(=O)c(CN(CC3CCCO3)S(=O)(=O)c3ccccc3)cc2c1 (centres undefined)	31	1	0	4	98	-2.0	-89	-1	-7	-7
COc1ccc(N(C(=O)c2cccc(OC)c2OC)C2C=CS(=O)(=O)C2)c(OC)c1 (centres undefined)	-2	3	-6	5	100	-1.1	-4	2	-18	1
N/C(=N\OC(=O)c1ccc2ccccc2c1)c1ccccc1Cl	-21	-5	-2	7	99	8.2	9	4	-36	3
Cc1cccc(C2CC(c3ccccc3)=NN2c2ccc(S(N)(=O)=O)cc2)c1 (centres undefined)	-8	-12	-19	16	104	-1.1	x	-6	-26	-6
Oc1ccccc1-c1nnc2n1CCCCC2	-9	4	3	12	95	-0.4	3	1	-2	-1
O=C(Nc1ccc(S(=O)(=O)NCCc2ccccc2)cc1)c1ccco1	-8	-7	-1	-8	110	-0.5	-5	-3	x	-1
Cc1ccc(C)c(S(=O)(=O)N2CCCOC2CNC(=O)C(=O)NCc2cccs2)c1 (centres undefined)	-3	4	-4	-4	103	-2.3	7	-1	8	3
Cc1ccc(S(=O)(=O)N2[C@@H](c3ccc(C(C)(C)C)cc3)C(C(=O)O)=CC[C@H]2c2cccc(Cl)c2)cc1	-2	-7	6	-1	91	2.4	-2	-1	-10	1
CCCNC(=O)C(Cc1cccc(C#N)c1)NC(=O)c1cccc([N+](=O)[O-])c1 (centres undefined)	2	1	2	5	99	-1.5	-5	-2	-34	5
COc1cccc(CNc2nc(NCC3CC3)nc3ccsc23)c1OC	-15	3	0	1	95	-2.3	x	-1	41	-6
CC(=O)Oc1ccccc1C1=NN(C(C)=O)C(c2ccccc2)C1 (centres undefined)	4	3	5	-4	100	0.2	-5	-1	14	1
Cc1cc2c(c(=O)n1Cc1cccnc1)C(c1ccc(F)cc1)C(C#N)=C(N)O2 (centres undefined)	5	-2	-6	18	102	-1.9	-7	2	-17	3
CC1CCCN(S(=O)(=O)c2ccc(C(=O)Nc3nnc(-c4ccncc4)o3)cc2)C1 (centres undefined)	33	-16	1	5	102	-1.3	-2	3	11	-8
CCN(C(=O)COC(=O)C(c1ccccc1)c1ccccc1)c1c(N)n(Cc2ccccc2)c(=O)[nH]c1=O	2	-2	-2	6	99	-2.6	1	-5	-23	-6
O=C(CCn1c(=O)oc2ccccc21)N1CCOCC1	2	8	-3	0	95	-0.7	1	2	-13	9
Fc1ccc(COc2cccc(CNCc3ccncc3)c2)cc1	-26	9	3	17	98	0.9	-1	-5	9	-7
COc1cccc(CN(C)CCCn2cnc3c(SC)ncnc32)c1	4	7	4	6	97	-0.4	4	1	1	-4
O=C(c1cccc(N2C(=O)C3CC=CCC3C2=O)c1)N1CCN(c2ccccc2)CC1 (centres undefined)	0	-4	-36	8	95	2.5	-34	-2	-4	2
The results go on:
SMILES	H9c2 protect	ABHD5-PLIN5 inh	NOD2-RIPK2 inh	MC4R antag cAMP	ABCB6 inh MLPCN	MC4R barr agon	TLR9-MyD88 inh	Glyco luc inh	SRC2 inh	HTR2A ag
CC1(C)CC(NC(=O)C2CCCCC2C(=O)O)CC(C)(C)N1 (centres undefined)	6	8	-2	10	97	-1.9	3	0	-10	-1
Cc1ccc(C(=O)N/C(=C/c2cccs2)C(=O)N2CCCCC2)cc1	-7	2	-7	0	97	0.3	4	0	10	20*
Cc1ccc(S(=O)(=O)N(C)C)cc1NC(=S)Nc1cccc2ccccc12	-18	-22	4	0	106	-0.8	7	0	-10	-9
COc1ccc(CN2CCNC(=O)C2CC(=O)N(C)C2CCCCC2)cc1OC (centres undefined)	4	-1	-10	10	91	0.0	0	3	-12	4
Cc1ccc(S(=O)(=O)NNC(=O)c2cc(C)cs2)cc1	-2	-4	7	20	101	1.8	10	-2	9	0
CCOc1ccc(OCC)c(NC(=O)C2CCN(S(=O)(=O)c3cccc4nonc34)CC2)c1	18	-3	3	2	96	-0.2	1	1	-10	-1
Cn1c(CN2CCOCC2)nc2cc(NC(=O)c3ccc(Cl)cc3)ccc21	4	0	2	5	90	0.0	-5	-2	16	-1
CCN(CC)S(=O)(=O)c1ccc2oc(C(=O)NCc3ccc(F)cc3)c(C)c2c1	-7	-2	-2	3	96	-1.5	-11	-9	4	-4
COc1ccc(CCNC(=O)CN2C(=O)C(=O)N(C3CCCC3)C2=O)cc1OC	-4	-1	-3	-5	94	-4.8	-5	0	-25	5
Cc1cc2c(cc(C(=O)NCc3cccnc3)n2Cc2ccc(Cl)cc2)o1	-1	-1	-9	-1	95	-2.9	-2	-2	1	-6
Cc1cc(C)cc(-c2nnc(SCC(=O)c3ccc4c(c3)OCCO4)o2)c1	-5	0	-8	5	99	-0.1	-5	1	-7	2
CCOC(=O)N1CCC(=NNC(=O)c2ccc(O)cc2)CC1	-7	1	-5	-3	105	-2.1	6	2	-40	-1
Cc1cc(=O)[nH]c(S/C=C/c2ccccc2)n1	-14	-5	-6	2	101	0.2	2	-1	-96	2
CCOC(=O)C1=NNC2C(=O)N(C3CCCCC3)C(=O)C12 (centres undefined)	-5	3	-10	14	97	0.2	-15	2	-13	3
O=C1CC2(CCN(C(=O)C(=O)c3c[nH]c4ccccc34)CC2)Oc2ccccc21	-6	0	1	16	99	1.6	-9	-3	10	-8
COc1cc(C(=O)NCCSc2ccc(F)cc2)cc(OC)c1OC	-8	-3	-9	4	92	-0.9	-10	1	-24	-6
COc1ccc(-c2cc3nc(NCc4ccc(C)cc4C)n(C)c(=O)c3s2)cc1OC	8	2	-5	6	98	2.9	x	-6	16	6
CCOC(=O)C1CCN(c2c(NCc3ccc(C(=O)NC(C)CC)cc3)c(=O)c2=O)CC1 (centres undefined)	4	8	0	-5	86	0.7	3	3	-6	1
CCOC(=O)c1c(C)[nH]c(C(=O)OCC(=O)Nc2cc(C)c(Cl)cc2OC)c1C	-2	-4	-3	2	94	-2.4	9	-3	-21	2
CC(/C=N/NC(=O)c1cc(-c2cccnc2)nc2c1c(C)nn2-c1ccccc1)=C\c1ccccc1	49	5	-4	7	99	-2.1	11	-4	16	0
Nn1cnnc1N/N=C/c1cc([N+](=O)[O-])c(Cl)cc1Cl	10	-5	1	13	97	-1.2	-1	3	-28	0
COc1ccc(CN2CCN(CCCc3ccccc3)C(CCO)C2)cc1OC (centres undefined)	4	4	-1	-7	100	-0.6	-7	-3	-48	-3
Cc1ccc(NN=Nc2nc3c([nH]2)c(=O)n(C)c(=O)n3C)cc1	13	-2	3	12	98	-0.7	1	2	-21	1
COc1ccc(C(=O)NCc2ccccn2)cc1	0	1	4	1	92	0.7	12	-1	-14	2
CCN(CC)S(=O)(=O)c1ccc(Cl)c(C(=O)NC)c1	5	3	9	-3	101	-0.7	3	1	7	-3

Structural class, those above containing a cyano group
SMILES	H9c2 protect	ABHD5-PLIN5 inh	NOD2-RIPK2 inh	MC4R antag cAMP	ABCB6 inh MLPCN	MC4R barr agon	TLR9-MyD88 inh	Glyco luc inh	SRC2 inh	HTR2A ag
CCCNC(=O)C(Cc1cccc(C#N)c1)NC(=O)c1cccc([N+](=O)[O-])c1 (centres undefined)	2	1	2	5	99	-1.5	-5	-2	-34	5
Cc1cc2c(c(=O)n1Cc1cccnc1)C(c1ccc(F)cc1)C(C#N)=C(N)O2 (centres undefined)	5	-2	-6	18	102	-1.9	-7	2	-17	3

Later entries
SMILES	H9c2 protect	ABHD5-PLIN5 inh	NOD2-RIPK2 inh	MC4R antag cAMP	ABCB6 inh MLPCN	MC4R barr agon	TLR9-MyD88 inh	Glyco luc inh	SRC2 inh	HTR2A ag
Cc1cc(C)c(NC(=O)CN)c(C)c1	3	4	3	8	112	-2.2	-1	2	-10	7
CCN(CC)CCSc1nnc(Nc2ccccc2)n1-c1ccccc1	7	-8	2	6	98	-2.4	7	1	2	-3
Nc1nccnc1C(=O)OCC(=O)NNC(=O)c1ccccc1	8	-4	-5	0	97	-3.4	-4	-1	-17	-4
NC(=O)NC(=O)C(Nc1ccc2c(c1)CCC2)c1ccccc1 (centres undefined)	-13	8	-12	1	83	-0.1	4	4	-2	-5
CCC(C)Nc1nc(Cl)nc(NCCOc2ccccc2)n1 (centres undefined)	-4	-3	-6	-11	100	-2.2	0	-1	-4	-1
CCOC(=O)Cn1nc(C)c(NC(=O)COc2ccc([N+](=O)[O-])c(C)c2)c1C	-6	11	1	-2	90	1.8	0	1	-10	-4
CCN(CC)CCN(C(=O)/C=C/c1cccs1)c1nc2ccc(F)cc2s1	-2	0	-9	3	101	-1.6	-7	0	12	-6
CCCCCNC(=O)c1ccc(NS(=O)(=O)c2ccc3[nH]c(=O)[nH]c3c2)cc1	2	-4	0	1	104	0.2	-3	1	-12	-3
Cc1sc2ncnc(N3CCC(C(=O)Nc4nc(-c5ccc(F)cc5)cs4)CC3)c2c1C	-2	-14	5	14	99	-1.3	0	-9	-6	3
Cc1cccc(OCc2nnc(N)s2)c1C	-8	6	-4	-3	93	2.0	-4	1	-15	2
COc1ccccc1C(=O)NNC(=O)C(=O)NC(C)C	-1	3	-2	-8	101	1.2	-6	1	-3	1
COc1cccc(/C=C/C(=O)Nc2cccc(C(C)=O)c2)c1OC	-7	0	-11	3	97	-1.8	-7	-1	-63	-1
CCCn1cc(CN2CCC(Oc3ccc(C(=O)N4CCCC4)cc3)CC2)c(C)n1	-1	-1	3	4	102	-0.3	12	-4	1	8
Cc1cc(N2CCN(c3ccccc3)CC2)nc(N)n1	0	-3	0	0	90	-2.3	6	0	-1	-4
CCOC(=O)c1c(O)c2ccccc2n(CC)c1=O	4	3	-3	11	97	-0.6	8	0	-3	7
CCCCCCC(=O)NNC(=O)c1c(O)c2ccccc2n(CCC)c1=O	-5	-2	-10	-5	97	-0.5	0	2	-20	-1
CCc1nc2ccc(C(=O)N3CCN(C(=O)c4ccco4)CC3)cn2c1N(CC)CCOC	-3	-11	-4	16	95	1.0	x	3	6	0

An excerpt. The share of hits here may be higher or lower than overall.
